HSF1 inh = HSF1 inhibition. NIH3T3-HGL HSE-luciferase, MG132-induced, luminescence 8 h; hits give low values. activity change, negative = inhibition, % at 7.5 µM (by protocol). 300,000 tested, 0.77% active. AID 2098;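 active means more than half of replicate wells show activity change below -50%, luminescence cut by over half; inconclusive means some wells, but at most half, below -50%; inactive means no replicate well below -50%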;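 further: luciferase reports HSF-1 transcriptional activity via heat shock element; 0% = median of DMSO wells and -100% = zero luminescence signal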
IEC-6 cytotox = counter-screen for KLF5 inhibitors: cytotoxicity in IEC-6 cells; IEC-6 cytotoxicity, luminescence viability; inhibition, % at 5 µM; 290,000 tested, 0.78% active; AID 1825; in the data active means inhibition above about 22%;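 further: 0% = plate median of test compound wells and 100% = cytotoxic reference compound wells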
HSF1 activator = increases HSF-1 driven luciferase reporter signal. NIH3T3-HGL HSF-1 luciferase reporter, MG132, 8 h; 100% = twice DMSO control signal. activation, % at 9 µM. 300,000 tested, 1.7% active;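 active means mean replicate activation of at least 50% with a set share of replicates each reaching 50%; inconclusive means only one of those two conditions met; inactive means mean below 50% and too few replicates reaching it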;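 further: 0% = median of the neutral control wells and 100% = twice that signal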
GSK3 alpha inh = human GSK-3 alpha kinase inhibition | inhibition, % at 10 µM | ADP-Glo luminescence, 60 min | P49840 | 320,000 tested, 0.1% active;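 in the data active means inhibition above about 50%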;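 further: GST-tagged GSK-3 alpha with peptide substrate and 25 µM ATP; 0% = DMSO neutral wells and 100% = GW8510 positive control wells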
Target sequence (P49840 whole entry, looked up): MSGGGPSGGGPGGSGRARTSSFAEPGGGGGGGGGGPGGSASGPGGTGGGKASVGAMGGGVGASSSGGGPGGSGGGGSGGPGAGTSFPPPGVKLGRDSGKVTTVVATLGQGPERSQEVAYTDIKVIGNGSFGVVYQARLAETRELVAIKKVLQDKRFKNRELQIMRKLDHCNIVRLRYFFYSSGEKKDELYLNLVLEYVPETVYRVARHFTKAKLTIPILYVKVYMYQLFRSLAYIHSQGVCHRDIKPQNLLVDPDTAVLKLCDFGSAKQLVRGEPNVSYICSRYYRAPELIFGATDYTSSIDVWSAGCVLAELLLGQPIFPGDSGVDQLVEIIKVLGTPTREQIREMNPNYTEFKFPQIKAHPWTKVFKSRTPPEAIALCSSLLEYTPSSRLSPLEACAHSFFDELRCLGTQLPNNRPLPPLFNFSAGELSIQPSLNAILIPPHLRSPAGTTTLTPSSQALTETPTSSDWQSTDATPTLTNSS
PolyA inhibitor = yeast polyadenylation inhibition | S. cerevisiae SKY197-pL101 polyadenylation reporter, beta-gal luminescence; efflux-impaired pdr1/pdr3 knockout yeast; score 100 = 6 SD above DMSO | AID 1875 | calls only at 12 µM | 300,000 tested, 0.02% active;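 active means lowest replicate activity score at least 50, where 100 means six control SD above control mean; inconclusive means lowest score under 50 but half or more replicates reach 50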;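 further: yeast exposed to compound for 9 h at 30 °C; higher score means more reporter readthrough which indicates perturbed polyadenylation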
HSP90 refold inh = blocks HSP90-mediated luciferase refolding in reticulocyte lysate. Rabbit reticulocyte lysate, luciferase refolding luminescence, 3 h. inhibition, % at 5.6 µM. 290,000 tested, 0.91% active. AID 1789;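 active means inhibition above the screen-wide mean plus 3 SD, computed separately per campaign, cut at about 16% in these data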;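 further: 0% = DMSO wells and 100% = 60 µM geldanamycin wells; inhibitors lower the luminescence because luciferase stays unfolded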
AI-2 QS mod = modulators of Vibrio harveyi AI-2 quorum sensing system | Vibrio harveyi JMH597 AI-2 luminescence/OD600 ratio, 9 h; hits give low values; strain lacks LuxN and CqsS sensors; 0 = neutral-control median | activity change, % at 7.5 µM | 300,000 tested, 0.4% active; in the data active means activity change below about -75%, passing the limit was not always enough; inconclusive means no clear call, values can overlap the other calls;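 further: luminescence divided by OD600 gain over 9 h not by final OD600 alone; inactives centre near 13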
KLF5 inhibitor = inhibitors of KLF5 expression. 290,000 tested, 0.23% active. DLD-1 KLF5 promoter-luciferase reporter, luminescence. inhibition, % at 5 µM;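 active means inhibition above a per-plate limit of that plate's mean compound inhibition plus 3 SD, cut at about 60% in these data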;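 further: 0% = DMSO wells and 100% = LY294002 at 200 µM; higher means less KLF5 promoter-driven luciferase light; inactives centre near -14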
aSyn UTR inh = MLPCN primary screen, SNCA 5' untranslated region. 300,000 tested, 0.82% active. inhibition, % (tested at 7.5 µM). alpha-synuclein 5'UTR reporter, inhibitor activity; in the data active means inhibition above about 60%; inconclusive means no clear call, values can overlap the other calls;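 further: H4 neuroglioblastoma cells stably carrying SNCA 5'UTR luciferase fusion; 0% = DMSO wells and 100% = positive control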
GSK3B inh = inhibitors of human GSK3beta kinase. 300,000 tested, 0.038% active. activity score (negative = inhibition), % at 10 µM. P49841. AID 2097. GST-GSK3beta kinase, ADP-Glo luminescence, 60 min; hits give low values;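 active means more than half of replicate wells score below -50%, meaning over 50% inhibition versus plate controls; inconclusive means some replicates but at most half score below -50%; inactive means no replicate scores below -50%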;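 further: 0% = median DMSO wells and -100% = median GW8510 positive control wells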
Target sequence (P49841 whole entry, looked up): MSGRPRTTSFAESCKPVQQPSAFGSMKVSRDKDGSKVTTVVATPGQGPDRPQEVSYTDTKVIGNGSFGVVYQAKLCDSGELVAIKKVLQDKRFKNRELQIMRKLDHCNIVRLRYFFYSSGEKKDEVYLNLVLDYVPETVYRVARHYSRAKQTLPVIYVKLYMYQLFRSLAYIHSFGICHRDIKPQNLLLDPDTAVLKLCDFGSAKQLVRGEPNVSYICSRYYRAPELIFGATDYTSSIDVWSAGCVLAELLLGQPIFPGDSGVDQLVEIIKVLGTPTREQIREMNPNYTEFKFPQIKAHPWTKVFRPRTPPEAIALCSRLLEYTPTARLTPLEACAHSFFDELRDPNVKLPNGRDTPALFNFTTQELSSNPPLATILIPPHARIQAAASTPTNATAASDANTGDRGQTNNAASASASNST
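Test system – GST-tagged human GSK3beta kinase, cell-free · Incubation – 60 min enzyme reaction, room temperature · Signal – ADP-Glo luminescence · Also added – peptide substrate and ATP at 25 µM · Controls – DMSO neutral wells and GW8510 at 20 µM as positive · Buffer or medium – Tris/MgCl2 kinase buffer · Measure – Luminescence-derived activity versus plate DMSO and GW8510 wells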
* = called active by the depositor; i = inactive; u = inconclusive; x = not tested or not shown. This is a subset; count on the stated rates, not on these rows.

SMILES	HSF1 inh	IEC-6 cytotox	HSF1 activator	GSK3 alpha inh	PolyA inhibitor	HSP90 refold inh	AI-2 QS mod	KLF5 inhibitor	aSyn UTR inh	GSK3B inh
COc1cccc(N2CCN(c3ncnc4c3cnn4-c3ccc(C)cc3C)CC2)c1	6	-7	18	1	i	-2	24	-5	-26	-1
CCCSc1cc(N2CCOCC2)nc(-c2ccccc2Cl)n1	2	3	0	-1	i	1	31	-14	17	-5
COc1ccccc1NC(=O)C1=C(C)Nc2nc(CCCO)nn2C1c1ccc2c(c1)OCO2 (stereo unspecified)	6	-2	2	-2	i	0	3	-12	-17	7
Cc1ccc(S(=O)(=O)CCC(=O)OCc2nc(N)nc(Nc3ccccc3C)n2)cc1	-3	x	-6	0	i	x	5	x	-5	0
O=C(Nc1ccccn1)c1ccc(=O)[nH]n1	-3	3	-16	0	i	0	36	1	-6	-1
CCCNC(=O)c1ccc2c(=O)c(O)c(-c3ccc(C)cc3)[nH]c2c1	-23	x	-37	-2	i	x	10	x	69*	3
CCOC(=O)c1sc(NC(=O)CN2C(=O)NC3(CCCCCCC3)C2=O)c(C(=O)OCC)c1C	u	1	-8	-3	i	-4	11	-30	6	2
Cc1ccccc1Nc1c(F)c(F)c(F)c(F)c1C(=O)O	-3	1	-6	-4	i	3	18	-20	8	5
COc1cc(/C=N/NC(N)=O)cc([N+](=O)[O-])c1O	7	2	-9	2	i	6	6	2	12	-4
CC(C)(C)c1nnc(N/N=C/c2ccccc2O)n(N)c1=O	5	-3	7	4	i	4	-34	19	110*	3
O=C(NCc1ccc2c(c1)OCO2)c1ccco1	-3	8	2	-1	i	4	10	2	30	4
S=C(NCCSCc1ccccc1Cl)Nc1ccccc1	0	0	6	-1	i	2	8	-53	-11	1
Cc1nc(-c2ccccc2)sc1C1(C)CC(c2ccccc2F)=NO1 (stereo unspecified)	3	x	21	-3	i	x	-5	x	-76	6
O=C(CNC(=O)c1ccccc1F)NC1CCN(Cc2ccccc2)CC1	-1	2	15	-1	i	8	x	-3	-6	x
Cc1ccc(C)c(C(=O)O/N=C(\N)c2ccc(Br)cc2)c1	16	12	17	-4	i	1	10	0	-40	-9

Ordered by molecular weight (low to high): part of the list above
SMILES	HSF1 inh	IEC-6 cytotox	HSF1 activator	GSK3 alpha inh	PolyA inhibitor	HSP90 refold inh	AI-2 QS mod	KLF5 inhibitor	aSyn UTR inh	GSK3B inh
CC(C)(C)c1nnc(N/N=C/c2ccccc2O)n(N)c1=O	5	-3	7	4	i	4	-34	19	110*	3
Cc1nc(-c2ccccc2)sc1C1(C)CC(c2ccccc2F)=NO1 (stereo unspecified)	3	x	21	-3	i	x	-5	x	-76	6
COc1cccc(N2CCN(c3ncnc4c3cnn4-c3ccc(C)cc3C)CC2)c1	6	-7	18	1	i	-2	24	-5	-26	-1

The listing continues:
SMILES	HSF1 inh	IEC-6 cytotox	HSF1 activator	GSK3 alpha inh	PolyA inhibitor	HSP90 refold inh	AI-2 QS mod	KLF5 inhibitor	aSyn UTR inh	GSK3B inh
O=c1cc(CN2CCN(Cc3ccccc3)CC2)c2cc(Cl)ccc2o1	12	-9	16	x	i	-1	8	-40	5	0
O=S(=O)(NCC(O)c1ccccc1)c1ccc(-c2ccccn2)s1 (stereo unspecified)	-1	-4	-6	1	i	2	24	-43	-9	-2
Nc1c(-c2ccccc2)cnc2c(-c3ccccc3)cnn12	-5	6	6	-2	i	15	17	4	-23	0
C/C(=N\NC(=O)c1cc(-c2cccc(OC(C)C)c2)nc2ccccc12)c1cccnc1	7	-3	32	1	i	14	65	-28	17	-1
Cn1c(=S)n(C)c2ccccc21	3	-2	4	-2	i	1	14	-14	26	-2
O=C(/C=C/c1cccc([N+](=O)[O-])c1)NCCSCc1ccco1	-1	-4	35	-1	i	0	77	-21	-2	-1
CCOc1ccc(Nc2nc(N)c([N+](=O)[O-])c(N3CCN(C)CC3)n2)cc1	5	-2	30	14	i	1	14	-48	5	-4
Cc1ccccc1C(=O)OCCN1CCOCC1	5	-5	17	-1	i	-3	-5	-2	-13	-2
COc1ccc(S(=O)(=O)NNC(=O)c2ccc(-n3c(C)ccc3C)cc2)cc1	-1	0	-7	1	x	-1	13	0	-21	-1
CC(C)NC(=O)C(Cc1ccccc1)N1C(=O)c2ccccc2C1=O (stereo unspecified)	-8	-3	2	-3	i	1	-4	5	-5	-2
CCCCc1ccc(NC(=S)NCCO)cc1	2	2	17	-3	i	-2	22	6	-5	-3
CC(Sc1nc2c(c(=O)[nH]1)CCCC2)C(=O)Nc1ccc(S(N)(=O)=O)cc1 (stereo unspecified)	-4	-3	1	2	i	4	-1	-7	-14	3
COc1ccc(/C=N/NC(=O)C(=O)NCC2CCCO2)cc1 (stereo unspecified)	1	0	-1	-2	i	-5	15	26	19	1
COc1ccc(CCNC(=S)Nc2cccc3ccccc23)cc1	-5	17	-2	1	i	5	9	-5	-29	2
CN1CCC(NC(=O)c2cc(-c3cccc(Br)c3)nc3ccccc23)CC1	-4	11	-4	3	i	4	11	-22	-6	2
CC(C)(C)C(=O)NC(NC(=S)Nc1ccc(S(N)(=O)=O)cc1)C(Cl)(Cl)Cl (stereo unspecified)	0	4	-1	x	i	-2	12	10	-3	1
CC(=O)Nc1ccc(N/C=C/C(=O)c2ccc(Cl)cc2)cc1	12	-8	32	1	i	4	x	-76	-54	x
S=c1[nH]nc(-c2cc(-c3ccco3)[nH]n2)n1-c1cccc2ccccc12	-3	-8	3	1	i	1	-39	-30	-27	1
CCC(C)(C)NC(=O)c1ccc2c(c1)N(CC(=O)NC1CCCC1)C(=O)C(C)(C)O2	-7	-4	-20	0	i	3	16	-9	-9	-1
COc1cc(C2N(C)C(=O)c3ccccc3N2C)ccc1O (stereo unspecified)	1	1	1	5	i	1	-6	4	1	0
OCCC1CN(Cc2ccsc2)CCN1C1CCCC1 (stereo unspecified)	2	-5	7	-2	i	6	7	2	-9	-6
Cc1cccc(N(C)S(=O)(=O)c2ccc3[nH]c(=O)c(=O)[nH]c3c2)c1	-9	-2	-6	0	i	1	20	-23	8	-3
COc1ccccc1N=Nc1[nH]c2ccc(C)cc2c1O	-3	1	7	1	i	0	13	-9	-169	0
Cc1ncsc1CCOC(=O)c1ccc(N2CCOCC2)c([N+](=O)[O-])c1	6	3	23	3	i	-3	9	-8	-1	4
COc1ccc(C)cc1NC(=O)CNc1ccc(C(C)=O)cc1	23	-1	14	1	i	2	37	-8	-30	0
CCOC(=O)c1cnc2ccc(C)cn2c1=O	-2	3	-3	0	i	5	5	-34	10	3
COC(=O)c1cccc(NC(=O)C2C3CCC(C3)C2C(=O)O)c1 (stereo unspecified)	12	10	9	0	i	1	-4	13	-25	-11
COc1cc(NC(=O)c2cc([N+](=O)[O-])ccc2Br)ccc1NC(=O)c1ccco1	83	-3	111*	-1	i	2	5	-2	1	2
COc1cc(C2Nc3ccccc3C(=O)N2c2ccccc2)ccc1O (stereo unspecified)	-2	0	11	1	i	0	13	-36	-51	-1
CC(=O)c1nc(N2C(=O)CC(Cc3ccc(C)cc3)C2=O)sc1C (stereo unspecified)	0	-7	5	1	i	-3	13	4	-38	1
Cc1csc(=O)n1CC(=O)OCC(=O)NNC(=O)c1ccc([N+](=O)[O-])cc1	-5	x	-13	0	i	x	40	x	-4	5
COc1ccc(OC)c(N(CC(=O)Nc2cccc(C(F)(F)F)c2)S(C)(=O)=O)c1	7	8	10	-1	i	4	5	-2	21	4
CCOc1ccccc1N1CC(O)=C(c2nc3ccccc3s2)C1=N	-3	56*	-7	5	i	0	2	57	54	1
Cc1ccc2cc3cc(C(=O)N4CCN(C(=O)c5ccco5)CC4)sc3nc2c1	-1	6	6	-1	i	0	24	-15	-18	1
O=C(NCCN1C(=O)S/C(=C\c2cccs2)C1=O)[C@H](Cc1ccccc1)N1C(=O)c2ccccc2C1=O	4	-5	-2	0	i	4	15	-8	-28	-1
O=C(CCN1CCN(c2ccccc2)CC1)Nc1ccccc1F	1	-7	-1	2	i	-2	15	-28	-20	3
COc1ccccc1C(=O)NC(CCSC)C(=O)NNC(=O)c1ccncc1 (stereo unspecified)	-7	x	-5	0	i	x	7	x	-6	-2
O=C(Nc1ccc(S(=O)(=O)Nc2cnc3ccccc3n2)cc1)c1ccccc1Br	0	-3	9	-3	i	-2	32	-21	-3	4
O=C(CN1C(=O)COc2ccc(Cl)cc21)Nc1ccccn1	-2	-5	-1	-1	i	0	39	-26	5	-4
CCNC(=O)n1nccc1C(C)Oc1ccccc1 (stereo unspecified)	-7	-2	-9	2	i	-2	-2	-8	7	3
CCN1CCCC1CNC(=O)c1cc(S(=O)(=O)N(C)C)ccc1Cl (stereo unspecified)	-13	-2	-2	1	i	-1	x	-26	-23	x
CN(C)c1ncnc2c1NC1=C(S2)C(=NCCCC(=O)O)CC(C)(C)C1	0	3	-8	4	i	5	13	-4	3	3
Cc1ccc(S(=O)(=O)N2CCN(Cc3ccccn3)CC2)cc1	-8	0	-3	-1	i	-3	7	-2	-17	-2
N/C(=N\OC(=O)c1cc([N+](=O)[O-])ccc1Cl)c1cccnc1	-2	0	8	-1	i	-1	9	-29	88*	0
CN(C)C(=O)C1C2NC(=S)N(c3cccc(Cl)c3)C1(C)Oc1ccc(Cl)cc12 (stereo unspecified)	44	-2	44	1	i	-3	11	2	0	-4
C/C(CC(=O)Nc1cccc(C(F)(F)F)c1)=N\NC(=O)c1cnccn1	12	-5	21	-1	i	-4	2	-36	2	2
Cc1cc2oc(C(=O)N3CCN(CCc4ccccn4)CC3)c(C)c2cc1C	3	9	-2	-5	i	6	-5	6	-8	3
COc1ccc(-n2nc(C(=O)NCC(=O)N3CCOCC3)c3ccccc3c2=O)cc1OC	-2	10	-4	-5	i	3	6	-18	0	-1
CCN(CC)S(=O)(=O)c1ccc(NC=C(C#N)C#N)cc1	-10	-3	-9	1	i	1	8	-19	1	-3
C=CCN1C(=O)C(O)(CC(=O)c2ccc(Cl)cc2)c2ccccc21 (stereo unspecified)	4	-1	6	x	i	2	15	-23	13	-1
Cc1ccc2cc(CN(CCCO)S(=O)(=O)c3cccc4nsnc34)c(=O)[nH]c2c1	-1	10	-4	x	i	6	5	6	-3	-3
CCOC(=O)C1CCN(C(=O)c2cccc(NC3=NC4CS(=O)(=O)CC4S3)c2)CC1 (stereo unspecified)	-1	3	-13	6	i	-4	18	-10	8	-1
CCn1c(CNC(=O)COC)nc2ccccc21	-20	1	-37	-2	i	1	18	14	19	3
COc1cc(/C=N\n2nnnc2N)ccc1OCc1ccc(F)cc1	1	-2	21	-1	i	5	29	-9	-65	1
CCC1=NNc2cccc3c(OC)ccc1c23	-8	-3	-10	-1	i	-1	7	-26	25	-7
